# Screens from PubChem BioAssay.
# Lipid storage S3 – qHTS Assay for Lipid Storage Modulators in Drosophila S3 Cells | hit rate 0.64% among 320,000 | Drosophila S3 cells, BODIPY lipid droplet fluorescence, 18-24 h; cells fed with added oleic acid | AID 2685 | Potency in µM for hits, for the others lipid storage change, negative = inhibition, % at the top dose, mostly 46.1 µM; active = well fitted inhibition curve with a large enough effect in the signal ratio, with a control signal flat, not every such curve was filed as active; inconclusive = small, poorly fitted or top-dose-only effect, or effect the other way, or a change in a side signal; the % refers to the signal ratio
#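 Laser-scanning cytometry quantifies lipid droplet accumulation (500–530 nm total intensity; droplet/cell object ratio) in oleic acid-fed (400 uM added) Drosophila S3 cells treated with a concentration series. 20 uM Triacsin C defined 100% inhibition.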
# Lipid storage S3 cell count max – further read-out of Lipid storage S3, marked with its call; cell number change, %; measured here: cell count max response;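 cells counted by Cell Tracker Red CMTPX staining in the red channel; peak over a dose series mostly up to 46.1 µM; percent activity relative to internal control wells on each plate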
# * marks the source's active call; other numbers are inactive results; i = inactive; ? = inconclusive; . = not tested or not shown. % is scaled to controls: 0 for no effect and ±100 for the full control effect; potency is read from the fitted curve at half-maximal effect. These rows are one share of the data; the hit share may differ from the screen's.
# A first look, 16 compounds:
Lipid storage S3 | Lipid storage S3 cell count max | Structure
-1% | 5 | O=C(NCc1ccco1)C1CCCN(S(=O)(=O)c2ccc(Br)cc2)C1 (centres undefined)
? | . | CCOC(=O)c1cc2c(=O)c3ccccc3oc2nc1C
? | . | Cc1ccccc1-n1ncc2c1CC(C)(C)CC2NC(=O)CCn1cncn1 (centres undefined)
i | 12 | COc1ccc(C(=O)N2CCN(Cc3ccccc3C)CC2)cc1OC
? | . | CCc1ccccc1S(=O)(=O)Cc1ccc(C(=O)NC2CCCC2)o1
-5% | -11 | CC(c1ccccc1)n1c(SCC(=O)N2CC(=O)Nc3ccccc32)nc2ccccc2c1=O (centres undefined)
? | . | Cc1nc2ccccc2nc1CSc1nnc(N)s1
? | . | Cc1c(C(=O)N/N=C/c2ccccc2)[nH]c2ccc(Cl)cc12
? | . | COc1cc2cc(CCCOC(=O)c3ccc(F)cc3)oc(=O)c2cc1OC
? | . | CCOc1ccc(CCNC(=O)c2cc3sccc3n2C)cc1OCC
14% | 6 | CC(Oc1coc(CN2CCN(C(=O)c3ccco3)CC2)cc1=O)c1ccccc1 (centres undefined)
? | . | CCOc1cc(/C=C2/SC(=S)NC2=O)ccc1OC(=O)c1ccco1
? | . | COc1ccc(NC(=O)c2cc3ccccc3o2)cc1OC
? | . | O=C(CCC(=O)N(c1ccccc1)C(C(=O)NC1CCCC1)c1ccncc1)Nc1cccnc1 (centres undefined)
? | . | Cc1nc2sc(C(c3ccc(Cl)cc3)N3CCN(C(=O)c4ccco4)CC3)c(O)n2n1 (centres undefined)
? | . | CC(NC(=O)c1cccc(S(=O)(=O)N2CCCCCC2)c1)c1ccccc1 (centres undefined)

# Results, from the start:
Lipid storage S3 | Lipid storage S3 cell count max | Structure
-1% | 5 | O=C(NCc1ccco1)C1CCCN(S(=O)(=O)c2ccc(Br)cc2)C1 (centres undefined)
? | . | CCOC(=O)c1cc2c(=O)c3ccccc3oc2nc1C
? | . | Cc1ccccc1-n1ncc2c1CC(C)(C)CC2NC(=O)CCn1cncn1 (centres undefined)
i | 12 | COc1ccc(C(=O)N2CCN(Cc3ccccc3C)CC2)cc1OC
? | . | CCc1ccccc1S(=O)(=O)Cc1ccc(C(=O)NC2CCCC2)o1
-5% | -11 | CC(c1ccccc1)n1c(SCC(=O)N2CC(=O)Nc3ccccc32)nc2ccccc2c1=O (centres undefined)
? | . | Cc1nc2ccccc2nc1CSc1nnc(N)s1
? | . | Cc1c(C(=O)N/N=C/c2ccccc2)[nH]c2ccc(Cl)cc12
? | . | COc1cc2cc(CCCOC(=O)c3ccc(F)cc3)oc(=O)c2cc1OC
? | . | CCOc1ccc(CCNC(=O)c2cc3sccc3n2C)cc1OCC
14% | 6 | CC(Oc1coc(CN2CCN(C(=O)c3ccco3)CC2)cc1=O)c1ccccc1 (centres undefined)
? | . | CCOc1cc(/C=C2/SC(=S)NC2=O)ccc1OC(=O)c1ccco1
? | . | COc1ccc(NC(=O)c2cc3ccccc3o2)cc1OC
? | . | O=C(CCC(=O)N(c1ccccc1)C(C(=O)NC1CCCC1)c1ccncc1)Nc1cccnc1 (centres undefined)
? | . | Cc1nc2sc(C(c3ccc(Cl)cc3)N3CCN(C(=O)c4ccco4)CC3)c(O)n2n1 (centres undefined)
? | . | CC(NC(=O)c1cccc(S(=O)(=O)N2CCCCCC2)c1)c1ccccc1 (centres undefined)

# One compound at a time (already shown):
# COc1cc2cc(CCCOC(=O)c3ccc(F)cc3)oc(=O)c2cc1OC is listed as Lipid storage S3: ?; Lipid storage S3 cell count max: .
# CCOC(=O)c1cc2c(=O)c3ccccc3oc2nc1C is listed as Lipid storage S3: ?; Lipid storage S3 cell count max: .

# Continuation.
Lipid storage S3 | Lipid storage S3 cell count max | Structure
0% | 11 | Cc1coc2cc3oc(=O)c(CCC(=O)N4C[C@H]5C[C@@H](C4)c4cccc(=O)n4C5)c(C)c3cc12
? | . | CCC(C)c1ccc(OCc2ccc(C(=O)O)o2)cc1 (centres undefined)
3% | 6 | COCc1cc(C)nc(SCC(=O)Nc2ccc(N3CCOCC3)cc2)c1C#N
-3% | 20 | COc1ccc(-c2cc(C(=O)N/N=C(\C)c3cccnc3)c3ccccc3n2)cc1
-5% | 1 | Cc1cc(C)cc(NC(=S)NCc2ccc(S(N)(=O)=O)cc2)c1
-2% | 3 | CCOc1cc(C2c3c(-c4ccccc4)n[nH]c3C(=O)N2c2ccc(C(=O)O)cc2)ccc1O (centres undefined)
i | 10 | Cc1cccc(OCC(=O)NCCCNC(=O)c2ccco2)c1
? | . | COn1c(SC(C)C)nc2ccccc2c1=O
? | . | CCCNC1=C(N(C(C)=O)c2cccc(F)c2)C(=O)c2ccccc2C1=O
1% | 1 | CC(C)Sc1nc(C(F)(F)F)cc(=O)n1-c1ccccc1
? | . | CCCn1ncc(CN2CCC(C(=O)Nc3cccc(-c4cccc(F)c4)c3)CC2)c1C
? | . | O=C(Cc1ccccc1)Nc1ccnn1C1CCN(Cc2ccc(CO)o2)CC1
-21% | 1 | O=C(O)CN(Cc1ccco1)S(=O)(=O)c1ccc(F)cc1
7% | 4 | CC(=O)Nc1cccc(NC(=O)c2cc([N+](=O)[O-])ccc2N2CCCCC2)c1
? | . | CNC(=O)c1c(NC(=O)c2ccc(S(=O)(=O)N3CCCc4ccccc43)cc2)sc2c1CCN(C)C2
-12% | 4 | Cc1csc(NC(=O)CSc2nncn2C)n1
? | . | CCCCn1c(=NC(=O)c2cccnc2)c(C#N)cc2c(=O)n3cccc(C)c3nc21
? | . | C=CCN1C(=O)SC(Cc2cccc(OC)c2O)C1=O (centres undefined)
i | . | COC(=O)COc1ccc(S(=O)(=O)Nc2ccc3c(c2)OCCO3)cc1C
? | . | O=C1C(c2cc(=O)c3ccccc3[nH]2)=C(O)c2ccccc21
? | . | COc1ccc(-c2ccnc3c(Br)c(C)nn23)cc1
-4% | -5 | CC(C)CCNC(=O)c1sc2ccc(S(=O)(=O)N3CCCCC3)cc2c1N
? | . | Cc1ccc(N(CC(=O)Nc2ccccc2-c2ccccc2)S(=O)(=O)c2ccccc2)cc1
6% | 6 | CCC(C)NC(=O)c1ccccc1NC(=O)c1ccccc1N(C)S(C)(=O)=O (centres undefined)
? | . | Cc1cc(C(=O)NNC(=O)c2ccc(NC(=O)CC#N)cc2)c(C)o1
? | . | CCOC(=O)c1c(NC(=O)CCNCc2ccco2)sc2c1CCC2
? | . | C=CCN(C(=O)c1csnn1)C(C(=O)NC1CCCC1)c1ccc(F)cc1 (centres undefined)
9% | . | CC(C)C(NC(=O)CN1C(=O)c2ccccc2S1(=O)=O)C(C)C
? | . | CCOc1ccc(OCCC(=O)OCC(=O)N2CCN(S(=O)(=O)c3ccc(Cl)cc3)CC2)cc1
? | . | CN(c1ccc(C(=O)N2CCOCC2)cc1)S(=O)(=O)c1cccs1
? | . | O=C(Nc1ccccc1)c1ccc(COc2ccccc2)cc1
? | . | Cc1ccc(S(=O)(=O)N2CCN(C(=O)COC(=O)C3CCC3)CC2)c(C)c1
4% | 1 | O=C(CN1C(=O)c2cccc3cccc1c23)Nc1ccc(S(=O)(=O)Nc2nccs2)cc1
i | 18 | Cn1c(SCC(=O)Nc2ccc3c(c2)OCCO3)nnc1C1CC1
? | . | CCNc1nc(Cl)nc(NNC(=O)C(C)Oc2ccccc2)n1 (centres undefined)
7% | 8 | COc1ccc(OCC(=O)Nc2ccc(S(=O)(=O)Nc3nc(C)cc(C)n3)cc2)cc1
9% | 9 | Cc1ccc(SCCC(=O)NC(C)C)cc1
10% | 11 | S=C(Nc1cccnc1)N1CCc2ccccc21
? | . | Cc1cccc(C(=O)N2CCCN(C(=O)c3cccc(C)c3)CC2)c1
-22% | -15 | CN1CCN(c2ccc(NC(=O)c3cccs3)cc2)CC1
? | . | Cc1cccc(OCc2nnc(SCC(=O)N3CCCC3)n2C)c1
i | 16 | CCOC(=O)C1CCN(C=Nc2cc(C)on2)CC1
? | . | O=C(CSc1nnc(-c2cccs2)n1-c1ccccc1)Nc1ccccc1
? | . | COCCOC(=O)C1=C(C)NC(=O)NC1c1cn(-c2ccccc2)nc1-c1cccs1 (centres undefined)
1% | 7 | CCCCC#Cc1cncc(C(=O)NN)c1
? | . | Cc1cccc(N2CCN(C(=O)Cn3cccc3)CC2)c1C
? | . | CC1Cc2cc(/C=C3/SC(N4CCC(C(N)=O)CC4)=NC3=O)ccc2O1 (centres undefined)
22% | 2 | COc1ccc(-c2nnc(-c3ccc(Br)o3)o2)cc1OC
? | . | CN(CCCC(=O)Nc1ccccc1F)S(=O)(=O)c1ccc(F)cc1
-7% | -24 | Clc1ccc(-c2nnc(SCc3nc4ccccc4[nH]3)o2)c(Cl)c1
23% | 9 | CCOCc1nnc(NC(=O)C2CC(=O)N(C3CCCC3)C2)s1 (centres undefined)
2% | 5 | O=S(=O)(O)c1nc2ccccc2[nH]1
1% | -7 | CCC(Oc1ccccc1)C(=O)NC1C(=O)N2C1SC(C)(C)C2C(=O)O (centres undefined)
5% | -6 | CCc1ccc(C2(C)SC(NC(C)=O)=NN2C(C)=O)cc1 (centres undefined)
? | . | COc1nc(N)nc2nc[nH]c12
14% | -14 | Cn1c(=O)[nH]c(=O)c2c1nc1n2CCN1Cc1ccccc1

# (further entries)
Lipid storage S3 | Lipid storage S3 cell count max | Structure
-7% | -19 | O=[N+]([O-])c1ccc(-n2cnc3ccccc32)c([N+](=O)[O-])c1
? | . | CC1Cc2cccc3c(O)c(C(=O)c4nn[nH]n4)c(=O)n1c23 (centres undefined)
? | . | CCn1c(SCC(=O)Nc2ccc(OC)c(OC)c2)nc2c(c1=O)SCC2
-9% | -6 | Cc1ccc(CSc2ncnc3c2cnn3-c2ccc(C)cc2)cc1
? | . | O=C1CC(c2ccco2)Cc2c1cnn2-c1nc2ccccc2s1 (centres undefined)
? | . | COc1ccc(-n2c(SCC(=O)C(C)(C)C)nc3ccsc3c2=O)cc1
i | -8 | O=C(CCc1ccccc1)N=C1SC2CS(=O)(=O)CC2N1c1cccc(F)c1 (centres undefined)
-22% | -6 | O=S(=O)(NCc1ccccc1)c1cnc[nH]1
? | . | CCCCn1c(N)c(N(CCOC)C(=O)C2CC(=O)N(Cc3ccco3)C2)c(=O)[nH]c1=O (centres undefined)
? | . | CCN(CC)CCN1C(=O)C(=O)/C(=C(/O)c2cnn(-c3ccccc3)c2C)C1c1cccnc1 (centres undefined)
? | . | Nc1c(C(=O)c2ccccc2)sc2nsc(SCCN3CCCC3)c12
? | . | COC(=O)c1cc(C)nc(Sc2ccccc2N)n1
20% | 18 | Cc1cccnc1NC(=O)C1c2ccccc2Oc2ccccc21
15% | 11 | O=C(COc1ccc(Cl)cc1Br)Nc1nnc(C2CC2)s1
6% | 13 | C#CCNC(=O)C1=C[C@H](c2cn(C(C)=O)c3ccccc23)C[C@H](OCc2ccc(CO)cc2)O1
19% | -1 | CCC(C)C(NC(=O)c1ccccc1NC(=O)c1ccco1)C(=O)O (centres undefined)
? | . | Cc1ccc(-c2nc3ncccn3c2NC(=O)C2CC2)cc1
2.1µM* | -6.6* | Oc1ccccc1-n1c(-c2ccccc2)ccc1-c1ccccc1
? | . | COc1ccc(N(CC(=O)NCC2CCCO2)S(=O)(=O)c2ccccc2)cc1OC (centres undefined)
1% | 11 | COCc1nnc(NC(=O)c2ccc(S(=O)(=O)N3CCOCC3)cc2)o1
1% | 20 | Cc1onc(-c2c(Cl)cccc2Cl)c1C(=O)c1ccccc1
18% | -5 | O=C(O)c1cc2ccccc2c(=O)s1
17% | . | NC(=O)CNCCC(c1ccccc1)c1ccccc1
21% | 24 | C/C(=N\NC(=S)Nc1ccc(F)cc1)c1ccc2c(c1)OCCO2
? | . | COc1ccccc1C(=O)NCCC(=O)N(C)Cc1cccs1
-3% | 21 | CN(C)CCN(C(=O)c1cccs1)c1nc2cc3c(cc2s1)OCCO3
-10% | -5 | CC1CCCCC1NC(=O)c1ccc(S(=O)(=O)NNC(=O)c2ccncc2)cc1 (centres undefined)
? | . | CC(OC(=O)C1CCN(S(=O)(=O)c2ccc(Cl)cc2)CC1)C(=O)NC1CCCCC1C (centres undefined)
? | . | Cc1ccc(NC(=O)CCN2C(=O)NC(C)(C)C2=O)cc1F
4% | -2 | O=C(NCc1ccccc1Cl)c1cnc2n(c1=O)CCS2
? | . | Cc1ccc(N=Cc2c(O)c3ccccc3oc2=O)c(C)c1
1% | 6 | COc1ccc(N2CCN(C(c3cccs3)C(C)NC(=O)c3ccco3)CC2)cc1 (centres undefined)
-2% | 4 | Cc1ccc(SCCC(=O)NCc2ccccn2)cc1
-4% | -8 | Cc1nn(Cc2ccccc2Cl)c(C)c1C(=O)N(C)CC(=O)Nc1cccc(F)c1
17% | -1 | CCc1nnc(NC(=O)C2CCCN(c3nc(C)cc(C)n3)C2)s1 (centres undefined)
? | . | COc1ccc(NC(=S)N(C(C)C)C2CCN(C(C)C)CC2)cc1Cl
-7% | -4 | COc1cc2ccccc2nn1
10% | -1 | CCOC(=O)CNC(=O)CSc1nnc(Cn2c(=O)sc3ccccc32)n1-c1ccccc1C
? | . | COC(=O)c1ccc(C2C(C(=O)c3ccco3)=C(O)C(=O)N2c2cc(C)on2)cc1 (centres undefined)
-3% | -1 | Cc1ccc(N2C(=O)C3C4CC(=O)C(c5ccccc54)C3C2=O)cc1 (centres undefined)
? | . | COc1cccc(N2CC(C(=O)Nc3ccc(C(=O)OC(C)C)cc3)CC2=O)c1 (centres undefined)
4% | -1 | CC(=O)NC12CC3CC(C1)CC(C(=O)Nc1nc4ccc(S(C)(=O)=O)cc4s1)(C3)C2
22% | . | CCN(CC(=O)Nc1ccccc1C(F)(F)F)C(=O)CCS(=O)(=O)c1ccc(C)cc1
23µM* | -8.2* | O=C(O)c1cc(=O)c2cc(Cl)ccc2o1
? | . | CCOC(=O)c1cccc(NC(=O)CSc2nnc(-c3ccoc3C)n2CCOC)c1
